CatB mixtures – cathepsin B inhibitors from pooled compounds, primary screen, biochemical, compound mixtures, AMC fluorescence; Purified cathepsin B, AMC dipeptide fluorescence; hit rate 0.06% among 62,000; inhibition, %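 (ten-compound pools at 5 µM per compound and 50 µM total)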; P07858; in the data active = inhibition above about 22%, passing the limit was not always enough;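 note: 0% = enzyme without compound and 100% = no enzyme blank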
AP complement – alternative complement pathway inhibitors, primary screen, biochemical, ELISA, human serum, orthogonally pooled compounds; hit rate 0.08% among 62,000; inhibition, % at 5 µM; AID 1235, 2008; LPS-coated ELISA, C3 deposition; tested in compound mixtures;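 active = inhibition above 30% in each of the two pooled mixtures holding the compound, so the lower value exceeds 30%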;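 note: 0% = serum in Mg-EGTA without compound and 100% = EDTA serum blank; some compounds past the cut are filed as inactive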
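Medium: diluted human serum in Mg2+-EGTA GVB++. Assay system: human serum complement alternative pathway, C3 deposition onto LPS. Also added: Plate-bound LPS. Technique: Anti-C3 ELISA, OD 450 nm. Measure: percent inhibition. Incubation: 1 h at 37 °C. Dosing: 5 µM each compound, pools of ten, 50 µM per pool.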
Cdc25B block – inhibitors of Cdc25B phosphatase catalytic domain, primary screen, biochemical, OMFP fluorescence; M-phase inducer phosphatase 2 (Homo sapiens), P30305; recombinant Cdc25B, OMFP fluorescence Ex485/Em525; inhibition, %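 (compounds tested at 10 µM final in the well)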; hit rate 0.1% among 65,000; in the data active = inhibition above about 50%
Target sequence (P30305 whole entry, looked up, the tested form may be a part): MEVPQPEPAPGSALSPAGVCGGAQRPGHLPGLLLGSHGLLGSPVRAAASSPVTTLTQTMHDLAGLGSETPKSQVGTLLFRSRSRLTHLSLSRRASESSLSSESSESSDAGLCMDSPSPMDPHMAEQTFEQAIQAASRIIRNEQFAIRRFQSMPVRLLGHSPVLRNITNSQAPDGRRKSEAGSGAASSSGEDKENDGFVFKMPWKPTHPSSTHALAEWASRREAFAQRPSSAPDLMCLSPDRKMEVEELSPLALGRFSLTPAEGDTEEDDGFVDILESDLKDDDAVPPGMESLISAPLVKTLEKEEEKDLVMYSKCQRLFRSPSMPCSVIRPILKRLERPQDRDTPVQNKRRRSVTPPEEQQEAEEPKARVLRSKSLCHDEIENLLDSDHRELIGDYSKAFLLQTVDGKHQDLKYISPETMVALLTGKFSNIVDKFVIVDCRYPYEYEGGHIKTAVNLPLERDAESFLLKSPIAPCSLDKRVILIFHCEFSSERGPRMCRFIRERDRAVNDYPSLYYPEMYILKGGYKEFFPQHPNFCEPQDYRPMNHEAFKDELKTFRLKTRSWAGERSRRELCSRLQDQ
D1 allo mod – D1 CRE-luciferase signal change, two-sided – cell-based, HEK293 D1, dopamine EC30, D1 allosteric modulator project, primary screen | dopamine EC30 potentiation; actives deviate in either direction | AID 641, 2007 | hit rate 5.9% among 58,000 | D(1A) dopamine receptor (Homo sapiens), P21728 | B-score at 10 µM;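 active = luminescence count or its row- and column-corrected plate score outside the 99.7% band of the plate's sample wells, on either side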
Target sequence (P21728 whole entry, looked up): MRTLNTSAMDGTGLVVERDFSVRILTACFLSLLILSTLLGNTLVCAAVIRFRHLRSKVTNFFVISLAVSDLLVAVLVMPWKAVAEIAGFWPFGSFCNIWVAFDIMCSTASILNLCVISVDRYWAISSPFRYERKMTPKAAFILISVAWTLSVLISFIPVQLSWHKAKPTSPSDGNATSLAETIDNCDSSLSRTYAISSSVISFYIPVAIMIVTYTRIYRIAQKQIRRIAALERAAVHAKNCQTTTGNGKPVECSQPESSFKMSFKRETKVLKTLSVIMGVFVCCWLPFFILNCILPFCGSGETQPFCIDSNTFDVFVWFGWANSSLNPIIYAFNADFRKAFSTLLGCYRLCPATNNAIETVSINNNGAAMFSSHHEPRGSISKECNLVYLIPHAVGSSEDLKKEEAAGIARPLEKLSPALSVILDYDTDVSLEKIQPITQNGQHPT
Ec RNAP inh – E. coli RNAP inhibitors, biochemical; DNA-directed RNA polymerase subunit beta (Escherichia coli (strain K12)), P0A8V2; E. coli RNA polymerase, fluorescence transcription assay; inhibition, %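 (tested at 10 µM)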; hit rate 0.2% among 62,000; AID 559, 2006; in the data active = inhibition above about 20%;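 note: 0% = enzyme without compound and 100% = no enzyme blank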
Hsp90 inh – tumor Hsp90 inhibitors, primary screen, cell lysate, fluorescence polarization, NCI-N417 lysate | Heat shock protein HSP 90-alpha (Homo sapiens), P07900 | Cy3B-geldanamycin FP displacement | inhibition, % at 30 µM | hit rate 0.35% among 64,000 | AID 429, 2006;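 active = inhibition above 50%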;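 note: 0% = tracer plus lysate wells and 100% = tracer alone without lysate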
MKP-1 inh – MKP-1 phosphatase inhibitors, primary screen, biochemical, in vitro; Dual specificity protein phosphatase 1 (Homo sapiens), P28562; recombinant MKP-1, OMFP hydrolysis fluorescence; inhibition, %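 (compounds tested at a single concentration somewhere between 10 and 100 µM)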; hit rate 0.15% among 65,000; AID 374, 2006;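 active = inhibition above about 50%, limit read from the data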;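 note: 0% = DMSO max control wells and 100% = wells with enzyme stopped by NaOH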
Ecoli tolC – growth inhibitors of E. coli tolC mutant, primary screen, strain BW25113 ΔtolC::kan, 384-well | OD615 | growth inhibition, % at 10 µM (by protocol) | hit rate 2.2% among 65,000 | AID 573, 2007;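 active = growth inhibition at or above a cutoff equal to the mean over every tested compound plus 3 SD, cut at about 60% in these data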;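 note: growth measured after 20 h incubation at 37 °C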
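signal = optical density read at 615 nm | test system = E. coli ΔtolC::kan strain BW25113 | timing = 20 h compound exposure of bacteria at 37 °C | buffer or medium = LB medium plus 50 µg/mL kanamycin | compound dosing = 10 µM final, single dose | evaluation = % inhibition of E. coli growth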
CatB inh – human cathepsin B inhibitors, primary screen, biochemical, fluorogenic substrate | P07858 | inhibition, %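 (tested at 10 µM)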 | purified cathepsin B, fluorescence | AID 453, 2006 | hit rate 0.1% among 63,000; in the data active = inhibition above about 21%;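 note: 0% = enzyme with no compound and 100% = no enzyme blank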
Active calls of the source: *; i = inactive; . = not tested or not shown.

Molecule | CatB mixtures | Ec RNAP inh | Ecoli tolC | Hsp90 inh | CatB inh | Cdc25B block | MKP-1 inh | AP complement | D1 allo mod
CCC(C)(C)NC(=O)C(c1cccn1C)N(C(=O)Cn1nnc2ccccc21)c1ccc(F)cc1 (stereo not drawn) | -1 | -4 | 3 | 4 | 4 | -3 | 2 | -13 | -0.51
O=C(O)CCCC(=O)NCCCCc1ccccc1 | 5 | 8 | -12 | -3 | 3 | 0 | 11 | 3 | -0.19
CCOC(=O)CNC(=O)c1cnn2cccnc12 | -7 | -1 | 4 | -3 | -4 | 7 | 5 | 19 | 0.18
Cc1cc(OCC(=O)NCc2nc(-c3ccccc3)no2)c(C)cc1Br | 3 | 7 | -14 | 0 | 6 | -9 | 7 | 14 | -0.14
CC(=O)NCC(=O)N(c1ccccc1)C1(C(=O)NC2CCCCC2)CCCCC1 | 1 | 4 | 1 | . | -1 | -7 | 5 | 9 | 0.2
COc1ccccc1-n1c(SCC(=O)N2CCCCC2)nnc1-c1ccccc1O | -2 | 2 | -6 | 0 | 6 | -13 | 9 | 6 | -0.17
CN(C(=O)c1ccc2c(=O)n3c(nc2c1)CCCCC3)c1ccccc1 | 5 | 9 | -4 | -3 | 3 | 25 | 2 | 20 | -0.69
CC(C)OCCCN1C(=O)c2ccccc2C1C(=O)NC1CCCCC1 (stereo not drawn) | 21 | -7 | -4 | 0 | -3 | -6 | 7 | -3 | 0.57
CCOC(=O)c1c(-c2ccsc2)csc1N | 2 | 6 | 34 | -1 | 2 | 2 | 16 | 6 | 7.5*
Cn1c(CN2CCCC2)nc2cc(NC(=O)COc3ccc(Cl)cc3)ccc21 | -6 | 1 | 18 | -16 | -1 | 3 | -12 | -6 | -2.7
CCCC(=O)OCC(=O)Nc1cc(C(C)(C)C)nn1-c1ccccc1 | -2 | -2 | -12 | -1 | -1 | -1 | 26 | -15 | 4.7*
O=C(O)c1cccc(N2C(=O)CSC2c2c(F)cccc2Cl)c1 (stereo not drawn) | 1 | -2 | -3 | 0 | 2 | 2 | 10 | 5 | 0.39
CS(=O)(=O)NCCSCc1c(F)cccc1Cl | 2 | 3 | -8 | -6 | 2 | 5 | 3 | 11 | -2.6
O=C(CCCCCn1c(=O)[nH]c2ccsc2c1=O)N1CCN(C2CCCCC2)CC1 | 4 | 9 | -10 | -1 | 1 | -3 | 9 | 8 | -0.2
Cc1ccc2oc(=O)n(CC(=O)O)c2c1 | 2 | 3 | -32 | -2 | 4 | -2 | 3 | 6 | .
CCSc1nc2nc(C)cc(C)n2n1 | 6 | 0 | -20 | 0 | -5 | -4 | 2 | 19 | .
O=C(c1ccc(S(=O)(=O)N2CCCC2)cc1)N1CCCc2ccccc21 | 2 | 0 | 16 | -3 | -5 | -4 | -6 | 3 | -1.5
Cc1ccc(-n2nnc3c(=O)n(CC(=O)NCC4CCCO4)cnc32)cc1 (stereo not drawn) | 2 | 3 | -3 | 0 | 5 | -10 | -7 | 10 | -0.086
COc1cc(-c2nnc(-c3ccc(S(=O)(=O)c4ccccc4)cc3)o2)cc(OC)c1OC | 1 | 11 | -9 | -4 | 3 | -4 | 9 | -8 | 1
Cc1cccc(N=C(N2CCOCC2)P(=O)(N2CCOCC2)N2CCOCC2)c1 | 2 | 7 | -10 | . | 12 | i | 5 | 4 | -0.46
Cc1nnc(-c2ccccc2)c[n+]1[O-] | -6 | 2 | -4 | . | -2 | -8 | 9 | -1 | -0.52
Cc1cccc(NC(=O)CNc2cc(C)ccc2C)c1 | 6 | 7 | 5 | . | 7 | -13 | 5 | 4 | .
CC(C)(C)NS(=O)(=O)c1ccc2nc(NC(=O)Cc3cccs3)sc2c1 | 3 | 4 | 26 | -11 | 2 | 18 | -7 | 10 | 0.8
O=C(Nc1c(Cl)cccc1Cl)C1CCC1 | -3 | 1 | -11 | -2 | -1 | -16 | -13 | 13 | -0.78
O=C(CC(SCCO)c1ccc(F)cc1)c1ccco1 (stereo not drawn) | 5 | 9 | -9 | 3 | 4 | -1 | 1 | 7 | 0.052
O=C(Cn1nnc(-c2cccc(C(F)(F)F)c2)n1)NC1CCCC1 | 1 | 7 | 1 | -4 | 7 | -12 | 9 | 13 | -0.64
NC(=O)c1ccsc1NC(=O)c1ccc(S(=O)(=O)N2CCCCC2)cc1 | -12 | 6 | 32 | -2 | 8 | -6 | 6 | -4 | 2.9
CCOc1cccc2cc(-c3nnc(NCc4ccco4)s3)c(=O)oc12 | 5 | -1 | 6 | -2 | -6 | 2 | 35 | 19 | 1.9
COc1ccccc1-n1c(=O)oc2ccc(Cl)cc2c1=O | 3 | 5 | 100* | -3 | -4 | -4 | 5 | 6 | -2.3*
O=C(Cn1cccc1)N1CCN(C(c2ccccc2)c2ccccc2)CC1 | 8 | 7 | 7 | -6 | -1 | -2 | 4 | 10 | -0.054
CC1CCCCN1C(=O)CN1C(=O)CN(C)C(=O)c2ccccc21 (stereo not drawn) | -1 | 2 | -18 | -1 | 0 | 9 | 24 | 2 | 0.59
O=C(NCc1ccc(F)cc1)C1CCN(S(=O)(=O)N2CCC3(CC2)OCCO3)CC1 | 2 | 8 | 7 | 0 | 8 | -10 | 3 | 3 | -0.096
CCN1CCN(CCNC(=O)c2ccc(CS(=O)(=O)c3ccccc3C)o2)CC1 | 1 | 5 | -26 | 0 | 4 | -1 | -3 | 12 | 0.38
CSC1=N/C(=C\c2ccccc2F)C(=O)S1 | 1 | 1 | 14 | -3 | 5 | -10 | -2 | -11 | 0.56
Cc1ccc(SCCNC(=O)C(CO)(CO)CO)cc1 | -1 | -6 | 1 | 1 | 1 | 0 | 7 | -6 | 0.014
CCOc1ccc2nc(N3CCCN(C(=O)Nc4ccccc4C)CC3)c(C#N)cc2c1 | 1 | 10 | 62* | -2 | 3 | -8 | 10 | 0 | 1.8
O=C(COC(=O)CSc1nnc(-c2ccc(Cl)cc2)o1)NCc1ccc2c(c1)OCO2 | 6 | 8 | -14 | 0 | 0 | 3 | 13 | 8 | -1
COc1cc(OC)cc(C(=O)NCCSCc2ccco2)c1 | 1 | 2 | 0 | -9 | -1 | -4 | -5 | 4 | -1.6
O=C(CSc1ncnc2c1oc1ccccc12)c1cccs1 | -2 | 6 | -8 | -1 | 6 | 5 | 32 | -12 | 1
O=C(C1CCC(C(=O)N2CCCC2)CC1)N1CCCC1 (stereo not drawn) | 2 | 10 | -9 | -4 | 5 | 3 | 24 | 1 | -0.79
CCn1cc(C(=O)N=c2sc3ccccc3n2C)c(=O)c2ccc(C)nc21 | -8 | 7 | 3 | -15 | 2 | 7 | 13 | 9 | 1.4
Cc1ccc(OCC(O)CN2CCN(CC(O)COC(C)C)CC2)c(C(C)(C)C)c1 (stereo not drawn) | 3 | 11 | 3 | 2 | 10 | -17 | 16 | 2 | -0.15
COC(=O)C1CCN(S(C)(=O)=O)CC1 | 7 | 6 | -9 | -2 | -4 | -1 | -7 | 20 | 0.57
COCCNc1ncnc2c1cnn2-c1ccc(Cl)cc1 | . | 8 | -5 | 2 | -2 | -7 | -12 | . | .
COc1ccc(CCNC(=O)c2cc3ccccn3n2)c(OC)c1OC | 4 | 1 | 4 | -5 | -4 | 4 | -4 | 11 | 1.4
CC12CCC(C(=O)NCCCn3ccnc3)(OC1=O)C2(C)C (stereo not drawn) | 3 | 7 | -8 | -5 | 1 | -13 | 1 | 10 | 0.48
NC(=O)c1cc2ccc(O)cc2oc1=NCc1ccccc1 | -5 | -10 | -3 | 2 | 0 | -5 | 21 | 12 | .
CCCC(=O)c1cc(F)c(N2CCN(S(=O)(=O)c3ccccc3)CC2)cc1C | 3 | 3 | 14 | . | 1 | -3 | 4 | 6 | -0.51
N#CC1=C(N)C(C#N)(C#N)C2(CCC3(CC2)OCCO3)C2CC3(CC=C12)OCCO3 (stereo not drawn) | -6 | -7 | -6 | 0 | -4 | -15 | 9 | 9 | -0.31
COCCNS(=O)(=O)c1cc(F)ccc1OC | 2 | 4 | -15 | -1 | 2 | -4 | -2 | 5 | -0.37

Three entries from above, sorted by molar mass, lowest first.
Molecule | CatB mixtures | Ec RNAP inh | Ecoli tolC | Hsp90 inh | CatB inh | Cdc25B block | MKP-1 inh | AP complement | D1 allo mod
COC(=O)C1CCN(S(C)(=O)=O)CC1 | 7 | 6 | -9 | -2 | -4 | -1 | -7 | 20 | 0.57
CC12CCC(C(=O)NCCCn3ccnc3)(OC1=O)C2(C)C (stereo not drawn) | 3 | 7 | -8 | -5 | 1 | -13 | 1 | 10 | 0.48
Cc1ccc(OCC(O)CN2CCN(CC(O)COC(C)C)CC2)c(C(C)(C)C)c1 (stereo not drawn) | 3 | 11 | 3 | 2 | 10 | -17 | 16 | 2 | -0.15

Following part:
Molecule | CatB mixtures | Ec RNAP inh | Ecoli tolC | Hsp90 inh | CatB inh | Cdc25B block | MKP-1 inh | AP complement | D1 allo mod
CCOc1ccccc1C1C(C(N)=O)=C(C)Nc2nc(-c3ccc(OC)cc3)nn21 (stereo not drawn) | -1 | 4 | -15 | 1 | 3 | -5 | 6 | 3 | -0.22
Cc1ccc(S(=O)(=O)N2CCN(S(C)(=O)=O)C2)cc1 | 4 | 7 | -16 | -1 | 7 | -1 | 1 | 0 | 0.66
CCn1c(SCC(=O)Nc2nnc(C)s2)nnc1-c1ccncc1 | 7 | 7 | -7 | -1 | -2 | -16 | -8 | 1 | 0.04
N#CC1=C2SCN(Cc3ccco3)CN2C(=O)CC1c1ccc(Cl)cc1 (stereo not drawn) | 1 | -3 | -1 | -3 | 0 | 2 | -13 | -2 | -0.17
COc1ccc(CCNC(=O)CN(C2CCCCC2)S(C)(=O)=O)cc1OC | 3 | 2 | -7 | -2 | -1 | 1 | -5 | 13 | 0.35
CC(C)(C)NC(=O)NC(=O)COc1ccccc1C#N | 5 | 2 | -3 | -1 | 3 | 3 | 11 | 8 | -2.4
O=C(CSc1nc2ccccc2c(=O)[nH]1)N1CCOCC1 | 0 | 8 | -4 | 0 | 6 | -16 | 6 | 0 | 0.067
Cc1ccc(-c2cc(-c3ccccc3Cl)[nH]n2)c(O)c1 | -3 | 3 | 17 | -2 | 3 | 1 | 2 | -2 | 0.48
CC1C2CC(C(CN(C)C)/C2=N/O)C1(C)C (stereo not drawn) | 5 | 9 | -20 | -2 | 3 | -2 | 5 | 0 | -0.49
Cc1ccc(Oc2nc3c(c(=O)n(Cc4ccccc4F)c(=O)n3C)n2C)cc1 | . | 2 | 11 | 1 | -4 | -25 | -18 | . | .
CC(C)C(=O)Nc1ccc(C(=O)NCc2cccnc2)cc1 | 4 | 2 | -36 | -5 | 9 | 4 | -6 | -4 | -0.32
O=C(CSc1nc2ccccc2s1)N1CCN(C(=O)c2ccco2)CC1 | 3 | 0 | 13 | -3 | 1 | -8 | 5 | -4 | 0.48
Cc1ccc(C(=O)Nc2ccc3c(c2)OCO3)cc1S(=O)(=O)N1CCCC1 | 7 | 5 | 8 | -3 | -4 | -1 | -5 | 23 | -1.3

Screening results (PubChem)
